Source: PubChem (several laboratories)
mABHD4 FP: inhibitors of mouse ABHD4; AID 720543; purified mABHD4, FP-Rh probe fluorescence polarization; inhibition, % at 8.92 µM; 370,000 compounds, 0.54% hits;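 active = inhibition exceeding the mean over every tested compound plus 3 SD, cut at about 30% in these data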;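 also: 0% = plate median of compound wells and 100% = S159A mutant with DMSO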
Target sequence (Q8VD66 whole entry, looked up): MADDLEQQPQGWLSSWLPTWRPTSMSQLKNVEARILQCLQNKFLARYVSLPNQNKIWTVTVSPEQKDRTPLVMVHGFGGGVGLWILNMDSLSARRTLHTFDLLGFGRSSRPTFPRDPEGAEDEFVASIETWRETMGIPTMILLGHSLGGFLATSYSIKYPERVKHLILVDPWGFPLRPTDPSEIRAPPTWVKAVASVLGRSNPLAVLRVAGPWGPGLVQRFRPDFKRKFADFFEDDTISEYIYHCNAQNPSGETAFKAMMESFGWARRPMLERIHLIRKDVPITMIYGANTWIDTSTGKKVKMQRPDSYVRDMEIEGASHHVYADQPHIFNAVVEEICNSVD
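Doses – 8.92 µM, single dose · Material – wild-type mouse ABHD4 protein · Replication – single well per compound (singlicate) · Measure – percent inhibition of probe binding, normalized to plate controls · Schedule – 45 min compound pre-incubation plus 60 min probe step, 25 °C · Detection – fluorescence polarization with parallel and perpendicular emission, 525/598 nm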
SIAE inh: blocks human sialic acid acetylesterase; Q9HAT2; SIAE FP-Rh probe binding, fluorescence polarization; inhibition, % at 9.66 µM; 370,000 compounds, 0.69% hits;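 active = inhibition above a cutoff: mean of compounds within the control limits plus 3 SD of those, cut at about 17% in these data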;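 also: 0% = plate median of compound wells and 100% = probe without SIAE protein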
Target sequence (Q9HAT2 whole entry, looked up): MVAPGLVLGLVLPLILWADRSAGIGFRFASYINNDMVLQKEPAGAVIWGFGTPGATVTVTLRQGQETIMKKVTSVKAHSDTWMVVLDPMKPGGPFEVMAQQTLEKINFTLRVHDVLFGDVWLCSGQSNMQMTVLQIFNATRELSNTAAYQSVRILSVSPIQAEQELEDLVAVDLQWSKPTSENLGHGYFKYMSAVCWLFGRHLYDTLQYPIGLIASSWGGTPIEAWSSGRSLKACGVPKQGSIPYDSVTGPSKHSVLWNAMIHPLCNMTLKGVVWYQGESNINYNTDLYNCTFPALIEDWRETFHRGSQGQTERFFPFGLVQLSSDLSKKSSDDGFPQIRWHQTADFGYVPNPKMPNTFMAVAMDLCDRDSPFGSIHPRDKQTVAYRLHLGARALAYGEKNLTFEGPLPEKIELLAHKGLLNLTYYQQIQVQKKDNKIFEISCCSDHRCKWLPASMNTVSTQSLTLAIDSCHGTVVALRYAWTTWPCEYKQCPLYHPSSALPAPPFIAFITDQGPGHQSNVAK
HTRA1 inhibitor: inhibitors of human serine peptidase HTRA1. Q92743. recombinant HTRA1, FP-rhodamine activity-based probe, fluorescence polarization. inhibition, % at 5.96 µM. 340,000 compounds, 0.5% hits. AID 504803; in the data active = inhibition above about 36%;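 also: 0% = enzyme with DMSO and 100% = wells lacking enzyme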
TCR CD3 inh: human TCR-CD3 binding inhibition; 360,000 compounds, 0.37% hits; TAMRA-labeled TCR probe fluorescence, biochemical; inhibition, % at 9.4 µM; in the data active = inhibition above about 19%;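 also: recombinant mutant TCR 2C K166C tagged with TAMRA read by polarization; 0% = receptor in buffer alone and 100% = receptor with positive control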
UHRF1 binding: human UHRF1 methylated DNA binding inhibitors. UHRF1 binding to methylated oligo, TR-FRET. inhibition, % at 4.4 µM. 370,000 compounds, 0.75% hits. AID 687016; in the data active = inhibition above about 21%;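 also: UHRF1 SRA domain binding a hemimethylated CpG hairpin DNA probe; 0% = median of test compound wells and 100% = reference inhibitor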
GC-A act: GC-A (human) enzyme activation; P16066; 370,000 compounds, 0.14% hits; HEK293 GC-A cells, cGMP TR-FRET, EC30 ANP; 0% at EC30 ANP, 100% saturating ANP; activation, % at 10 µM; in the data active = activation above about 40%
PRMT1 FP inh: inhibitors of human PRMT1. Q99873. recombinant PRMT1, activity-based probe fluorescence polarization. inhibition, % at 2.79 µM. 370,000 compounds, 1.3% hits;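 active = inhibition above about 21% made by adding two undisclosed values, limit read from the data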
rCAG RNA binder: molecules binding r(CAG) RNA repeats; inhibition, % at 3 µM; r(CAG) RNA repeat, TO-PRO-1 dye displacement fluorescence; AID 651821; 370,000 compounds, 1.3% hits;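 active = inhibition above the plate cutoff, the mean of all test compounds on that plate plus 3 SD, cut at about 35% in these data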;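 also: 0% = DMSO alone and 100% = 100 µM mitoxantrone as full dye displacement; higher means more dye released from RNA so lower well fluorescence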
NPR2 activator: GC-B (human) receptor activation. P20594. HEK293-GC-B cells, CNP EC30, cGMP TR-FRET; 0% at EC30 CNP, 100% saturating CNP. activation, % at 10 µM. 370,000 compounds, 0.11% hits;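 active = activation at 10 µM reaching about 35% in either raw or pattern-adjusted values, limit read from the data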
MBD2 inh: MBD2-methylated oligo binding inhibition; 370,000 compounds, 0.31% hits; TR-FRET, MBD2 binding to methylated oligonucleotide; inhibition, % at 4.4 µM; in the data active = inhibition above about 13%
An asterisk follows results filed as active; nt = no result given; & = joins results of further samples. This is a subset; the hit share may differ from the screen's.

SMILES	mABHD4 FP	SIAE inh	HTRA1 inhibitor	TCR CD3 inh	UHRF1 binding	GC-A act	PRMT1 FP inh	rCAG RNA binder	NPR2 activator	MBD2 inh
CCn1ccnc1CN(C)Cc1cn(-c2ccc(C)cc2)nc1-c1ccc(F)cc1	5	5	-25	11	-2	3	0	-6	-3	1
CCN(CC)C(=O)Oc1ccc2c(=O)c(-c3ccccc3)coc2c1	0	-10	-5	2	-2	2	-2	-5	5	2
Cc1cc(=O)n2nc(N3CCCC3C(=O)NCCCN3CCCCC3)sc2n1 (stereo not given)	-4	-1	5	4	2	2	-1	4	-2	-1
CC(C)c1ccc(NC(=O)c2ccc(Br)o2)cc1	-17	1	-12	-2	2	0	3	-3	-5	4
COc1cc(C(=O)ONC(=O)c2ccc(OC(F)F)cc2)cc(OC)c1OC	0	-4	3	8	-1	-1	0	3	2	1
CC(NC(=O)COC(=O)CCc1nc2ccccc2c(=O)[nH]1)c1ccccc1 (stereo not given)	1	2	0	6	0	-1	-2	3	1	-5
O=C(c1ccc(-c2ccccc2)c(F)c1)C1CCCN(CCCn2cccn2)C1 (stereo not given)	5	2	-3	7	-1	-3	-3	-7	-1	2
NNC(=O)CNC(c1ccccc1)c1cc(Br)ccc1NC(=O)c1ccccc1Br (stereo not given)	-20	-24	-68	8	-2	-44	3	10	-22	-3
CCc1ccc(NC(=O)CC2C(=O)N(c3ccc(C)cc3)C(=O)N2CCc2ccncc2)cc1 (stereo not given)	-6	-8	-6	-2	5	2	4	8	-9	3
Cc1ccc2cc(COC(=O)c3ccco3)c(=O)[nH]c2c1	-5	0	-9	-3	-1	-3	-1	5	0	2
C[C@@]12C(=O)Nc3ccc(F)cc3C(=O)N1[C@H]1c3cc(Br)ccc3OC[C@@H]1[C@@H]2c1ccccc1	-67	-68	-75	4	-1	-3	2	9	-3	-1
CCCS(=O)(=O)N1CCCC(C(=O)NCCc2ccc(OC)c(OC)c2)C1 (stereo not given)	5	-2	-2	-1	2	1	-1	-3	3	0
CCS(=O)(=O)N1CCN(C(=O)CC(C)C)CC1	6	-4	6	9	0	-1	1	2	-1	0
COc1ccc(-c2cc3cc(C(=O)O)ccn3c2C(=O)c2ccccc2)cc1	-16	5	-18	4	-1	-3	-1	34	-2	-2
COC(=O)c1cc2c(c3c4cc(F)ccc4n(S(=O)(=O)c4ccccc4)c13)C(=O)N(C)C2	0	-4	nt	5	-2	-1	4	8	-1	-1
COc1ccc(NC(=O)CN(C)S(=O)(=O)c2ccccc2)cc1OC	0	6	-3	0	-1	0	-3	-1	4	-1
COc1cc(NC(=O)COC(=O)c2cc(S(=O)(=O)N3CCCCC3)ccc2Cl)c(C)cc1[N+](=O)[O-]	-15	-21	-10	-3	4	-6	-2	8	-1	0
COc1cccc(NC(=O)CN2C(=O)COc3ccc(S(=O)(=O)N4CCOCC4)cc32)c1	5	2	-2	-3	0	2	3	1	-5	4
COCCCn1nnnc1SCC(=O)N1CCCC1	4	1	0	5	0	1	1	1	1	-6
O=C(c1ccc2c(=O)n(-c3ccccc3)c(=O)[nH]c2c1)N1CCCCC1	1	-2	-1	-1	3	2	3	-3	2	1

The last 2 compounds of the section before lead into the next.
SMILES	mABHD4 FP	SIAE inh	HTRA1 inhibitor	TCR CD3 inh	UHRF1 binding	GC-A act	PRMT1 FP inh	rCAG RNA binder	NPR2 activator	MBD2 inh
COCCCn1nnnc1SCC(=O)N1CCCC1	4	1	0	5	0	1	1	1	1	-6
O=C(c1ccc2c(=O)n(-c3ccccc3)c(=O)[nH]c2c1)N1CCCCC1	1	-2	-1	-1	3	2	3	-3	2	1
CN=C(Nc1ccc(Br)cc1)SC1CC(=O)N(c2ccc(OC)cc2)C1=O (stereo not given)	-10	0	-9	-1	4	3	0	-1	2	8
Cc1ccc(S(=O)(=O)N2CCN(C(=O)Cc3ccccc3)CC2)cc1	-4	1	3	6	1	-4	5	-4	1	-3
Nc1ccc(C(=O)N/N=C/c2cn(Cc3cccc(F)c3)c3ccccc23)cc1	13	13	3	-8	1	3	0	9	2	0
O/N=C(\COc1ccccc1O)c1ccccc1	-4	5	-5	-3	-2	4	-1	-1	4	-2
CCC(C)[C@H](NC(=O)NC1CCCc2ccccc21)C(=O)OC (stereo not given in full)	-6	1	2	-5	4	-6	2	-6	3	5
CC(C)=C(C)c1cc2nc(NCCCN(C)C)n(C)c(=O)c2s1	2	0	nt	-1	-1	-1	3	3	5	1
Cc1cc(C)c[n+](CC(=O)c2ccc(C)c([N+](=O)[O-])c2)c1	2	-1	1	-1	1	6	-1	-1	2	-6
O=C(CN1CCN(S(=O)(=O)/C=C/c2ccccc2)CC1)Nc1ccccc1N1CCOCC1	0	-3	-7	-5	1	-24	4	-1	-12	3
O=C1OC(Oc2ccccc2)(c2ccccc2)c2ccccc21 (stereo not given)	-5	-4	-22	6	4	-10	-1	2	-9	-3
Clc1ccc(-n2c(Cc3cccs3)nnc2SC/C=C/c2ccccc2)cc1	-2	-2	nt	nt	4	-17	1	3	-5	6
COc1ccc(OC)c(-c2oc3ccccc3c(=O)c2O)c1	1	6	5	-7	-2	4	0	0	-5	-6
COc1ccc([N+](=O)[O-])cc1NC(=O)c1cc(C)c(C)o1	4	-1	12	4	-3	4	-1	-2	-2	4
COc1ccc(C(=O)N/N=C/c2ccc(N(C)c3ccccc3)cc2)cc1	2	14	nt	-1	1	5	-4	2	-4	-2
COC(=O)C1CCN(C(=O)C23CCC(C)(C(=O)O2)C3(C)C)CC1 (stereo not given)	2	1	3	8	-1	4	-1	1	8	2
CC(C)[C@H](NC(=O)C1CCN(C(=O)[C@@H]2CCCN2)CC1)C(=O)NCc1ccc(F)cc1	-2	-6	1	2	-2	1	-2	-1	3	-3
Cc1c(C(=O)NNc2cc(=O)n(C)c(=O)n2C)cccc1[N+](=O)[O-]	-7	3	3	-11	2	3	23*	7	1	10
Cc1ccc(S(=O)(=O)N2CCC(C(=O)N(C)C3CCS(=O)(=O)C3)CC2)cc1 (stereo not given)	3	0	2	8	1	2	1	-4	4	0
COC(=O)c1ccc(NC(=O)CCN2CCCCC2)cc1	2&9	-3&4	2&0	6&5	0&-1	1&1	1&2	2&-3	3&4	-1&5
CCC1CCCCN1Cc1cc(OC)c(O)c([N+](=O)[O-])c1 (stereo not given)	11	10	nt	2	-4	2	3	0	2	-17
CN(C)CCNC(=O)c1cccc2ccc(-c3ccc(-c4ccccc4)cc3)nc12	22	4	-62	9	37*	-6	5	8	-11	3

Laid out differently: 13 of the compounds above.
The line under a structure holds: mABHD4 FP, SIAE inh, HTRA1 inhibitor, TCR CD3 inh, UHRF1 binding, GC-A act, PRMT1 FP inh, rCAG RNA binder, NPR2 activator, MBD2 inh
O/N=C(\COc1ccccc1O)c1ccccc1
  -4, 5, -5, -3, -2, 4, -1, -1, 4, -2
CCC(C)[C@H](NC(=O)NC1CCCc2ccccc21)C(=O)OC (stereo not given in full)
  -6, 1, 2, -5, 4, -6, 2, -6, 3, 5
CC(C)=C(C)c1cc2nc(NCCCN(C)C)n(C)c(=O)c2s1
  2, 0, nt, -1, -1, -1, 3, 3, 5, 1
Cc1cc(C)c[n+](CC(=O)c2ccc(C)c([N+](=O)[O-])c2)c1
  2, -1, 1, -1, 1, 6, -1, -1, 2, -6
O=C(CN1CCN(S(=O)(=O)/C=C/c2ccccc2)CC1)Nc1ccccc1N1CCOCC1
  0, -3, -7, -5, 1, -24, 4, -1, -12, 3
O=C1OC(Oc2ccccc2)(c2ccccc2)c2ccccc21 (stereo not given)
  -5, -4, -22, 6, 4, -10, -1, 2, -9, -3
Clc1ccc(-n2c(Cc3cccs3)nnc2SC/C=C/c2ccccc2)cc1
  -2, -2, nt, nt, 4, -17, 1, 3, -5, 6
COc1ccc(OC)c(-c2oc3ccccc3c(=O)c2O)c1
  1, 6, 5, -7, -2, 4, 0, 0, -5, -6
COc1ccc([N+](=O)[O-])cc1NC(=O)c1cc(C)c(C)o1
  4, -1, 12, 4, -3, 4, -1, -2, -2, 4
COc1ccc(C(=O)N/N=C/c2ccc(N(C)c3ccccc3)cc2)cc1
  2, 14, nt, -1, 1, 5, -4, 2, -4, -2
COC(=O)C1CCN(C(=O)C23CCC(C)(C(=O)O2)C3(C)C)CC1 (stereo not given)
  2, 1, 3, 8, -1, 4, -1, 1, 8, 2
CC(C)[C@H](NC(=O)C1CCN(C(=O)[C@@H]2CCCN2)CC1)C(=O)NCc1ccc(F)cc1
  -2, -6, 1, 2, -2, 1, -2, -1, 3, -3
Cc1c(C(=O)NNc2cc(=O)n(C)c(=O)n2C)cccc1[N+](=O)[O-]
  -7, 3, 3, -11, 2, 3, 23*, 7, 1, 10

Following part.
SMILES	mABHD4 FP	SIAE inh	HTRA1 inhibitor	TCR CD3 inh	UHRF1 binding	GC-A act	PRMT1 FP inh	rCAG RNA binder	NPR2 activator	MBD2 inh
Cc1ccccc1CSc1nc2[nH]ncc2c(=O)[nH]1	-4	-3	2	-1	15	-3	3	-2	7	2
O=C(Nc1ccc(F)c(Cl)c1)c1cc(C2CCCN(S(=O)(=O)c3cccc4cccnc34)C2)on1 (stereo not given)	-52	-34	nt	7	-1	4	-4	6	8	-6
CN(Cc1cccs1)C(=O)C1CC(=O)N(Cc2ccccc2)C1 (stereo not given)	-10	0	1	-6	0	5	1	-4	-2	-1
Cc1cc(C)n(-c2nc3ccccc3nc2N2CCN(S(=O)(=O)c3cccc(C#N)c3)CC2)n1	-1	-5	0	-1	1	-6	0	5	1	-1
C#CCOCCOCCOCCNc1nc(N2CCN(C(=O)C([C@@H](C)O)n3cc([C@@H](N)CCCCN)nn3)CC2)nc(N2CCN(C(=O)[C@H](CC(N)=O)n3cc([C@@H](N)C(C)C)nn3)CC2)n1 (stereo not given in full)	2	-1	3	6	2	-1	1	9	3	-1
C/C=C/c1ccc(OCCOc2cccc3cccnc23)c(OC)c1	-6	-4	-15	0	2	0	1	0	2	2
CCc1ccccc1NC(=O)Cn1c(=O)n(-c2ccc(CC(=O)NCC3CCCO3)cc2)c(=O)c2ccccc21 (stereo not given)	4	9	1	-1	2	0	-2	2	4	-7
CN1CC2([N+](=O)[O-])CC=C(Oc3ccccc3)C([N+](=O)[O-])(C1)C2 (stereo not given)	6	-6	-3	-8	0	0	5	-3	-2	-2
COc1ccc(CN(C)CC(=O)Nc2ccc(Cl)cc2C(F)(F)F)c(OC)c1	5	-2	-23	-4	4	-1	6	-6	7	8
C[C@@H](CO)NC(=O)c1[nH]cnc1C(=O)Nc1cccc(Cl)c1	-3	-5	-8	4	0	4	-4	2	-4	2
Cn1ccsc1=NC(=O)c1ccc(OC(F)(F)F)cc1	-4	-2	-5	3	2	1	4	-4	-3	2
O=C(CSc1nnc(-c2ccccn2)n1Cc1ccco1)c1ccccc1	-1	-2	-4	1	-2	2	0	-4	-3	-7
C=CC[C@@H](CC(=O)N[C@@H](CO)Cc1ccccc1)C(=O)N[C@H](COC(=O)[C@@H](CC=C)Cc1ccc(F)cc1)Cc1c[nH]c2ccccc12	-4	-3	-18	-2	1	3	-4	-1	-5	-1
COc1ccccc1CNC(=O)CCCNC(=O)c1ccc(Cl)cc1	-2	5	-8	-4	-1	-2	0	-2	-1	-1
